aSyn rescue = inhibitors of alpha-synuclein toxicity in yeast; Potency, µM (doses to about 46.1 µM), inactives show at the highest dose growth rescue (activation), usual class: activators; Yeast expressing alpha-synuclein, growth rescue, BacTiter-Glo, 24 h; AID 652106; actives 0.14% (n = 370,000); further: potency means the concentration at half of the fitted maximal effect; % of control where 0% means no effect; nearly all actives have a fitted effect of over 65% in size
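Galactose-induced alpha-syn yeast (OD600=0.02, raffinose-pregrown) + pinned cpd, 24 hr, 30 deg C; growth by BacTiter-Glo luminescence. Growth restoration scores as activation.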
Abeta rescue = restores growth of yeast expressing A-beta42 peptide; Potency, µM (highest dose often 46.1 µM), inactives show at the highest dose growth rescue, most hits filed as activators; actives 0.063% (n = 410,000); AID 1347071; yeast expressing A-beta42, growth rescue, OD600, 48 h; response scale: 0% DMSO, 100% iron-clioquinol control; further: potency means the concentration at half of the fitted maximal effect; nearly all actives have a fitted effect of over 55% in size
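Yeast growth medium received pinned compounds, then yeast cells expressing toxic A-beta were added; plates incubated at 30 C for 48 hr. Growth read as absorbance at 600 nm, normalized to DMSO and equimolar FeCl3 plus clioquinol controls.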
FUS suppressor = suppressors of FUS proteinopathy in yeast. S. cerevisiae FUS-expressing, growth rescue, OD600, 24 h. actives 0.24% (n = 390,000). Potency, µM (titrated, usually from 76.6 µM), inactives show top-dose growth rescue (activation), usual class: activators;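 further: potency means the concentration at half of the fitted maximal effect; plate controls were DMSO vehicle for no effect and reference control for full effect; nearly all actives have a fitted effect of over 55% in size; some results filed as inactive show a strong effect at the top dose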
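Steps: raffinose overnight preculture; dilution to OD 0.005 in 2% galactose minimal medium; compound addition (concentration series); 24hr at 30C, 99% humidity; absorbance read at 600 nm.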
EPAC2 ag = activates human EPAC2 exchange factor; Q8WZA2; EPAC2 activation, biochemical qHTS; response scale: 100% = 6.5 mM cAMP response; Potency, µM (titrated, usually from 154 µM), for the others: at the highest dose activation, hits mostly activators; actives 0.079% (n = 360,000); further: potency means the concentration at half of the fitted maximal effect; nearly all actives have a fitted effect of over 50% in size
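Each well held 100 nM EPAC2, 250 nM RAP1B-BODIPY-GDP and 50 uM GDP. Fluorescence, read at 5-min intervals to 30 min, was referenced to a 6.5 mM cAMP positive control.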
EPAC2 antagonist = EPAC2 (human) antagonism | Q8WZA2 | Potency, µM (top dose mostly 114 µM), without a hit: at the top dose activity, negative = inhibition, most hits filed as inhibitors | EPAC2 GEF exchange of Rap1B-BODIPY-GDP, fluorescence | actives 0.18% (n = 360,000) | AID 720708; further: potency means the concentration at half of the fitted maximal effect; on the % scale 0 is the no-effect control and ±100 the full control effect; nearly all actives have a fitted effect of over 45% in size; many of its hits are not listed in these tables
TDP43 rescue = inhibitors of TDP-43 toxicity in yeast; Potency, µM (doses to about 46.1 µM), for the others: at the highest dose growth rescue (activation), most hits filed as activators; TDP-43 expressing yeast growth rescue, BacTiter-Glo, 24 h; actives 1.8% (n = 410,000); further: potency means the concentration at half of the fitted maximal effect; % of control where 0% means no effect; nearly all actives have a fitted effect of over 50% in size
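Growth rescue of TDP-43-toxic yeast measured as ATP luminescence (BacTiter-Glo). Cells grown to mid-log in raffinose, induced in galactose at OD600=0.02, exposed to compound 24 hr at 30 deg C.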
DRD3 antagonist = blocks the human D3 dopamine receptor; max response, negative = inhibition, %; P35462; actives 2.5% (n = 360,000); D3R cells, DiscoveRx beta-arrestin luminescence, antagonist mode; stronger effect = lower value; AID 652054; in the data active means max response below about -50%; inconclusive means no clear call, values can overlap the other calls; further: on the % scale 0 is the no-effect control and ±100 the full control effect; mostly tested at two doses, the higher about 12 µM
Target sequence (P35462 whole entry, looked up): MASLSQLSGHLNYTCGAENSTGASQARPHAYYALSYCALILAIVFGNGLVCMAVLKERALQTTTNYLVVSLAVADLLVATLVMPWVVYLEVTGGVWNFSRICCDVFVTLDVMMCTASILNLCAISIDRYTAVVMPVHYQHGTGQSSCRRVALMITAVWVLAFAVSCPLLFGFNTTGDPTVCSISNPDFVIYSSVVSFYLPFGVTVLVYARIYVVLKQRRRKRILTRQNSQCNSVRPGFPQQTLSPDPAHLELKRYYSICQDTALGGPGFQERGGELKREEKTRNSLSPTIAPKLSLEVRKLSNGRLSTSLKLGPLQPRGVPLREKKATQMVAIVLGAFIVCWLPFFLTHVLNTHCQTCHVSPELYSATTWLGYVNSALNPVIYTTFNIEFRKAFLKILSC
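Cells plated overnight at 1500 cells/well, then exposed to library compounds with dopamine controls for 90 minutes at 37 degrees C. DiscoveRx reagent added for 30–60 minutes at room temperature; luminescence read, quantitative HTS format.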
D3 ag = activates the human D3 dopamine receptor. P35462. D3R DiscoveRx beta-arrestin cells, luminescence, 90 min. max activation, %. actives 0.58% (n = 410,000). AID 652048; in the data active means max activation above about 30%; further: 0% is about no effect; mostly tested at two doses, the higher about 12 µM
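Cells at 1500/well, incubated overnight, then treated with pinned compounds (dopamine as control) for 90 min at 37 degrees C. DiscoveRx reagent added for 30 - 60 minutes at room temperature; luminescence read.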
Numbers without * were called inactive; ? = inconclusive; . = no result given; [ ] = remark or other dose. Unless noted, the call rests on the fitted dose curve; in most records, active means well fitted curve in the direction sought with a large enough effect; inconclusive means small, poorly fitted or top-dose-only effect, or another doubt; inactive means no such curve, though single readings can be large; an effect the other way counts as inactive or inconclusive. Some of the compounds tested; the hit share may differ from the screen's.

SMILES	aSyn rescue	Abeta rescue	FUS suppressor	EPAC2 ag	EPAC2 antagonist	TDP43 rescue	DRD3 antagonist	D3 ag
Cc1ccc(OCC(=O)O/N=C(\N)c2ccccn2)cc1C	2%	-23%	-3%	6%	-1%	-11%	-10	5
COc1ccc(N2CCN(C(=O)C3CCCN(S(=O)(=O)c4c(C)noc4C)C3)CC2)cc1 (stereo unspecified)	-3%	-6%	32%	-7%	8%	6%	7	4
CCCN1C(=O)c2ccc(C(=O)NCc3ccco3)cc2C1=O	-14%	-6%	18%	3%	15%	-21%	-12	-7
COc1ccc(C(NC(=O)C2CCN(CCCc3ccccc3)CC2)c2cccs2)cc1 (stereo unspecified)	2%	-8%	-3%	1%	2%	7%	-16	-10
CCc1ccccc1N(C(=O)c1snc(C(N)=O)c1N)C(C(=O)NCC1CCCO1)c1c[nH]c2ccccc12 (stereo unspecified)	0%	5%	38%	-5%	2%	-10%	-6	3
CCOc1cccc2sc(NN)nc12	-8%	-29%	33%	12%	0%	10%	-21	-1
CC(=O)Nc1c(Cl)cc2c(c1Cl)Cc1cc(N)ccc1-2	-2%	-12%	.	6%	24%	0%	2	-7
CCOC(=O)c1sc2ncn(CC(=O)Nc3ccc(C)cc3Br)c(=O)c2c1C	.	-10%	-12%	.	.	12%	.	5
COc1cc(N)c(Cl)cc1NC(=O)c1ccccc1	-1%	-7%	.	1%	-5%	?	2	3
COC(=O)c1c(CCl)noc1C(=O)NCC1CCCO1 (stereo unspecified)	3%	5%	-16%	4%	10%	8%	-11	-9
O=C(C1CCC1)N1CCc2cc(S(=O)(=O)NCc3ccccn3)ccc21	15%	-15%	-1%	1%	16%	-24%	-19	-11
O=C1/C(=C/c2c[nH]c3ccccc23)CCC/C1=C\c1c[nH]c2ccccc12	-14%	-54%[inhibitor]	3%	22%	18%	?	-2	4
Cc1cc2cccc(C)c2nc1SCC(=O)NC1CCCCC1	2%	12%	-28%	10%	-6%	-5%	22	13
COCCNC(=O)CSc1nc2cc3c(cc2c(=O)n1Cc1ccco1)OCO3	.	18%	5%	-4%	10%	10%	21	1
CCC(C)Oc1cccc(C(=O)Nc2ccccc2N2CCOCC2)c1 (stereo unspecified)	3%	3%	25%	5%	-8%	?	10	-3
CCCCNC1=C(Br)C(=O)CC(C)(C)C1	0%	1%	-7%	1%	-7%	4%	8	0
CCCCc1ccc(NC(=S)NCc2cccc(OC)c2)cc1	-17%	10µM*	12%	6%	-22%	-6%[0.397 µM]	14	-2
COc1cccc(CCOC(=O)c2c(-c3ccsc3)oc3c2C(OC(C)=O)CCC3)c1 (stereo unspecified)	11%	6%	30%	3%	2%	8%	-27	28
Cc1ccc(OC(=O)c2ccc(C)c(C)c2)cn1	6%	4%	1%	5%	-3%	0%	-9	3
O=c1[nH]c(CN2CCN(c3ccccn3)CC2)nc2c(Br)cc(Br)cc12	13%	15%	12%	17%	-1%	-17%	6	7
CCCC1(c2ccccc2)NC(=O)N(CC(=O)Nc2ccc(N3CCOCC3)cc2)C1=O (stereo unspecified)	3%	0%	20%	7%	-6%	26%	-4	17
Cc1cccc(N2C(=O)CC(Sc3nc(C)c4c(n3)CCCC4)C2=O)c1 (stereo unspecified)	0%	-23%	58%	6%	-9%	1%	26	3
Clc1ccccc1N1CCN(Cc2ccco2)CC1	-1%	-12%	-21%	6%	-7%	10%	-56*	-5
Cc1cc(OC(C)C(=O)NCc2ccccn2)c2c(C)c(C)c(=O)oc2c1 (stereo unspecified)	1%	2%	13%	3%	5%	18%	16	3
CCOC(=O)N1CCN(C(=O)c2noc(C(C)C)c2[N+](=O)[O-])CC1	0%	18%	-13%	2%	-3%	5%	18	6
Cc1cccc(N2CCN(S(=O)(=O)c3ccc4oc(=O)c5ncn(C)c5c4c3)CC2C)c1 (stereo unspecified)	.	-10%	-10%	.	.	-9%	.	-5
COc1ccc(S(=O)(=O)N(C)c2ccc(C(=O)NC3CCCC3)cc2)cc1	9%	?	20%	12%	-11%	2%	5	3
Cc1ccc(S(=O)(=O)NC(=NC2CCCCC2)c2ccc(F)cc2)cc1	-2%	-17%	4%	8%	0%	0%	9	-31
Cc1nc(N2N=C(c3ccc(Cl)cc3)CC2c2ccco2)sc1C(=O)N(C)C (stereo unspecified)	1%	-8%	?	0%	?	?	-12	0
N#CC1=C(N)Oc2ccc3ccccc3c2C1c1cccnc1 (stereo unspecified)	-1%	7%	-4%	2%	-25%	3%	7	1
CCc1ccc(CCC(=O)Nc2ccc(C(=O)O)cc2)o1	1%	17%	7%	8%	5%	12%	2	-1
COc1ccc(C)cc1S(=O)(=O)N1CCC(C(=O)NCCC2=CCCCC2)CC1	4%	10%	28%	1%	-6%	-13%	-4	-19
O=C(c1ccc(CS(=O)(=O)c2ccccc2)o1)N1CCN(c2ncccn2)CC1	0%	5%	23%	0%	-6%	21%	11	4
COCCn1c(C)cc(C(=O)COC(=O)c2cncc(Br)c2)c1C	18%	-2%	37%	-4%	-10%	-15%[0.397 µM]	-10	-4
COc1ccc(OC)c(C(C(=O)NCc2ccco2)N(C(=O)Cn2nnc3ccccc32)C2CC2)c1 (stereo unspecified)	1%	0%	.	-2%	-5%	-3%	-10	-5
COc1ccc(/C=N/OCC(=O)Nc2nc3ccccc3s2)cc1OC	10%	-12%	9%	-4%	-2%	21%	12	8
COc1ccc(CCNC(=O)c2cc(Nc3ccccc3)nc3ccccc23)cc1OC	.	-25%	?	.	.	1%	.	-12
Cc1ccc(NC(=O)C2C3CCCCC32)cc1[N+](=O)[O-] (stereo unspecified)	1%	4%	-21%	17%	-9%	11%	-19	-4
O=C(CCN1C(=O)c2ccccc2C1=O)Nn1cnnc1	-4%	12%	16%	4%	8%	-14%	6	-8
Cc1ccc(-n2c(Cl)c(Cl)[nH]c(=O)c2=O)cc1	-2%	-14%	.	5%	-10%	-6%	3	1
NS(=O)(=O)c1ccc(NC(=O)CCC2CCCCC2)cc1	4%	-4%	-13%	14%	1%	-13%	-5	9
C=CC[C@H](CC(=O)NCCO)C(=O)N[C@H](COC(=O)[C@@H](CC=C)Cc1ccc(F)cc1)C(C)(C)C	-7%	-1%	?	-2%	2%	-17%	-17	3
COc1ccc(C(=O)N(C)Cc2ccon2)cc1OC1CCN(C(C)C)CC1	-1%	15%	-2%	-2%	-1%	9%	6	1
COc1ccc(NC(C)=O)cc1NC(=O)CSc1nnc(-c2ccccn2)n1C	4%	17%	27%	-11%	2%	-13%	-20	15
CCCCCCNS(=O)(=O)c1nc2nc(C)cc(C)n2n1	7%	-15%	-20%	-4%	1%	-7%	13	6
COc1ccc(OC)c(NC(=O)c2nnn(CC(=O)Nc3ccc(C(C)C)cc3)c2N)c1	.	-6%	17%	.	.	0%	.	-1
CCC(Sc1nc2ccccc2o1)C(=O)O (stereo unspecified)	-2%	6%	8%	9%	5%	-18%[1.82 µM]	-5	15
CCOc1ccc(Br)cc1S(=O)(=O)Nc1ccc(Cl)c(S(=O)(=O)N(C)C)c1	15%	7%	44%	7%	-3%	10%	-10	10
O=C(NCC(O)c1ccc([N+](=O)[O-])cc1)C1CCCCC1 (stereo unspecified)	27%	1%	-38%	2%	-8%	12%	-14	-11
O=C1C(=O)N(Cc2ccccc2)C(=O)N1CCN1C(=O)c2ccccc2C1=O	0%	13%	-13%	2%	0%	13%	9	1

(next part)
SMILES	aSyn rescue	Abeta rescue	FUS suppressor	EPAC2 ag	EPAC2 antagonist	TDP43 rescue	DRD3 antagonist	D3 ag
O=C1NC(=S)S/C1=C\c1ccc(SCc2ccccc2)o1	1%	11%	-6%	14%	?	12%	0	-2
Cc1ccc(-c2nc3ncccc3o2)cc1N	6%	-2%	-16%	-2%	-7%	21%	-12	-2
CC(C)c1nc2ccc(C(=O)NCCCN3CCN(c4cccc(Cl)c4)CC3)cc2o1	.	3%	10%	.	.	16%	.	16
CC(OC(=O)Nc1cccc(Cl)c1)C(=O)OC1CCCCC1 (stereo unspecified)	0%	4%	.	-5%	-16%	?	-2	7
CCOC(=O)c1ccc(NC(=O)C2CC2)cc1	-8%	-14%	36%	4%	11%	8%	10	-5
OC[C@@H]1CN(Cc2ccccc2)C[C@H](n2cnc3c(Nc4ccccc4)ncnc32)O1	8%	-7%	17%	-2%	-18%	7%	10	1
Cc1ccc(C(=O)NC(=S)NCC2CCCO2)cc1Br (stereo unspecified)	-2%	-16%	.	14%	2%	-8%	-5	-15
COc1cc(C(=O)Oc2ccc(C(=S)N3CCOCC3)cc2)cc(OC)c1OC	3%	10%	-2%	6%	6%	8%	3	-3
CCc1cccc2sc(N3CCN(C(=O)c4ccc([N+](=O)[O-])o4)CC3)nc12	-28%	-65%[inhibitor]	22%	13%	0%	?	-16	-6
CC(=O)OCC1OC(OCc2cn(C[C@H]3CC[C@H](Cn4cc(COC5OC(COC(C)=O)C(OC(C)=O)C(OC(C)=O)C5OC(C)=O)nn4)O3)nn2)C(OC(C)=O)C(OC(C)=O)C1OC(C)=O (stereo partly specified)	-1%	-11%	9%	1%	2%	3%	-23	2
Cc1c(NC(=O)Nc2ccccc2Cl)c(=O)n(-c2ccccc2)n1C	1%	12%	-23%	9%	3%	6%	-8	8

Screening results from PubChem BioAssay.
